PAFAH2 FP inh = inhibitors of human PAFAH2; recombinant PAFAH2, FP-rhodamine activity probe, fluorescence polarization; 340,000 tested, 0.99% active; inhibition, % at 3.39 µM;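 active = inhibition above the mean over all tested compounds plus 3 SD, cut at about 30% in these data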;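 also: inhibitors block probe labeling of enzyme so polarization drops; 0% = enzyme with DMSO and 100% = wells lacking PAFAH2 protein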
PAFAH1B2 inh = inhibitors of human PAFAH1B2. AID 492953. inhibition, % at 3.39 µM. recombinant PAFAH1B2, FP-rhodamine activity probe, fluorescence polarization. 340,000 tested, 1.2% active;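 active = inhibition above the mean of all tested compounds plus 3 SD, cut at about 24% in these data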;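 also: 0% = enzyme with DMSO and 100% = wells lacking PAFAH1B2; many of its hits are not listed in these tables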
Fam108B inh = counter-screen for RBBP9 inhibitors: inhibitors of mouse Fam108B; recombinant Fam108B, FP-Rh probe fluorescence polarization; inhibition, % at 9.51 µM; 300,000 tested, 0.33% active; AID 1947;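 active = inhibition above the screen mean inhibition plus 3 SD, computed separately per campaign, cut at about 18% in these data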;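 also: inhibitors lower polarization as less probe binds the enzyme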
LYPLA1 inh = counter-screen for PME1 inhibitors: inhibitors of human LYPLA1; O75608; recombinant LYPLA1, FP-Rh probe fluorescence polarization; inhibition, % at 5.9 µM; 320,000 tested, 0.16% active; AID 2174;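 active = inhibition above the mean of all tested compounds plus 3 SD, set per campaign, cut at about 14% in these data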;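 also: inhibitors block serine hydrolase probe labeling of LYPLA1 so polarization falls; 0% = enzyme with DMSO and 100% = wells lacking LYPLA1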
PME-1 primary = PME-1 (human) inhibition; Q9Y570; 320,000 tested, 0.53% active; AID 2130; recombinant PME-1, FP-Rh probe fluorescence polarization; inhibition, % at 5.9 µM;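 active = inhibition above the campaign mean of all compounds plus 3 SD, cut at about 26% in these data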;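 also: competitive labeling of PME-1 active site by serine hydrolase directed probe; 0% = PME-1 with DMSO and 100% = wells lacking PME-1 enzyme; inhibitors block probe labeling so polarization falls and inhibition rises; many of its hits are not listed in these tables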
Target sequence (Q9Y570 whole entry, looked up): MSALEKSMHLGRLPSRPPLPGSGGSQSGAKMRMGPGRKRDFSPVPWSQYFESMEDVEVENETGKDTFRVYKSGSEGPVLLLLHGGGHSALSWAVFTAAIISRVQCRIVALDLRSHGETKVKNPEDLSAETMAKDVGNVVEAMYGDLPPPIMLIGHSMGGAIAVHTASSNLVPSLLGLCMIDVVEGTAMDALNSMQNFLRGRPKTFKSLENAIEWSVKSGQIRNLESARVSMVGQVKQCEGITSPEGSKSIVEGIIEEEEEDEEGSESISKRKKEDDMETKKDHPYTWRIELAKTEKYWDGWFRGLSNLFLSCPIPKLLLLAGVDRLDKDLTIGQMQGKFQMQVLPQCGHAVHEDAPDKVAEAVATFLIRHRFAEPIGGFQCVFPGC
GSTO1 inh = blocks human GSTO1 in RBBP9 counter-screen; recombinant GSTO1, activity-based probe fluorescence polarization; inhibition, % at 5.96 µM; 300,000 tested, 1.1% active; AID 1974;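 active = inhibition above the campaign mean inhibition plus 3 SD, cut at about 35% in these data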;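 also: 0% = GSTO1-1 with DMSO and 100% = wells lacking GSTO1-1 enzyme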
Target sequence (P78417 whole entry, looked up): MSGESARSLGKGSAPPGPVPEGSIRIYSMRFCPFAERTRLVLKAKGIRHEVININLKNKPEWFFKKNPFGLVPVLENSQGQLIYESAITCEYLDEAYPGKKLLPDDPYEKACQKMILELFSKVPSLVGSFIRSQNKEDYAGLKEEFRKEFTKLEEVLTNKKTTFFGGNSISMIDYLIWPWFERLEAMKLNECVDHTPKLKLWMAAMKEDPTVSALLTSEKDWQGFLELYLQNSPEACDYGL
PAD4 inh = PAD4 (human) enzyme inhibition; inhibition, % at 6.36 µM; Q9UM07; 330,000 tested, 0.41% active; recombinant PAD4, RCA probe fluorescence polarization;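 active = percent inhibition above a cutoff equal to the mean of all tested compounds plus 3 SD, cut at about 15% in these data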;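 also: 0% = PAD4 with RCA probe and DMSO and 100% = probe without PAD4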
pPAFAH FP inh = inhibitors of human plasma PAF acetylhydrolase (pPAFAH) | Q13093 | recombinant pPAFAH, FP-rhodamine probe fluorescence polarization | 330,000 tested, 1.5% active | inhibition, % at 3.39 µM;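 active = inhibition above the mean inhibition across the screen plus 3 SD, cut at about 25% in these data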;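 also: inhibitors block binding of the rhodamine activity-based probe so polarization drops; 0% = enzyme with DMSO and 100% = wells lacking pPAFAH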
Target sequence (Q13093 whole entry, looked up): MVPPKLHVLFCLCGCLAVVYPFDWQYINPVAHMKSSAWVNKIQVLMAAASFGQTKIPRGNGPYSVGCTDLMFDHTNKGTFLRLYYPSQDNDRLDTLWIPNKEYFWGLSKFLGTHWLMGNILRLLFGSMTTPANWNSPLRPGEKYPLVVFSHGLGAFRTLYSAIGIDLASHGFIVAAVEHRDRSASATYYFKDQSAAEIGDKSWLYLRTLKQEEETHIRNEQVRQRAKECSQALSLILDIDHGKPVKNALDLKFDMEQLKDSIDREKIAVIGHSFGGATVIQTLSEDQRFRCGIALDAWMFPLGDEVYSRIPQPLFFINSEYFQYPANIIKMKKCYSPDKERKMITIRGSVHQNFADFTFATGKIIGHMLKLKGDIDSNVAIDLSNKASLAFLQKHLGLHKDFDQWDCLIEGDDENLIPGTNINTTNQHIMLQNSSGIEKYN
PAFAH1B3 inh = PAFAH1B3 (human) inhibition; 340,000 tested, 0.28% active; recombinant PAFAH1B3, FP-rhodamine probe, fluorescence polarization; inhibition, % at 3.39 µM; Q15102;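 active = inhibition above the screen-wide average of all tested compounds plus 3 SD, cut at about 25% in these data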;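 also: 0% = enzyme with DMSO only and 100% = wells lacking PAFAH1B3 protein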
The depositor's hits bear a star; nt = no result given. This is a subset; the hit share may differ from the screen's.

SMILES	PAFAH2 FP inh	PAFAH1B2 inh	Fam108B inh	LYPLA1 inh	PME-1 primary	GSTO1 inh	PAD4 inh	pPAFAH FP inh	PAFAH1B3 inh
CC(=O)c1cccc(NC(=O)CN2C(=O)c3cccnc3Oc3ccc(Cl)cc32)c1	-4	-5	-7	-8	-5	-8	-2	7	-5
CCN(c1ccccc1)S(=O)(=O)c1ccc(OC)c(NC(=O)Cc2ccc(F)cc2)c1	5	8	nt	-11	0	nt	-8	3	2
O=C(c1cccc(C(F)(F)F)c1)C1CCCN(Cc2cccn2-c2ncccn2)C1 (stereo not drawn)	-1	-1	-1	2	0	23	-3	4	5
COc1cc(Cl)c(C)cc1N1C(=O)CN(Cc2ccccc2)C1=S	-1	6	-3	-1	1	6	-1	-2	1
CCCCN(C(=O)c1cccc(S(=O)(=O)N2CCCCC2)c1)C1CCS(=O)(=O)C1 (stereo not drawn)	4	8	-6	-3	-6	8	5	-6	4
COc1ccc(N(CC(=O)Nc2ccc3c(c2)OCCO3)S(C)(=O)=O)c(OC)c1	-1	2	1	0	2	0	5	-2	-2
CCc1nnc(NC(=O)CCNC(=O)c2ccccc2Cl)s1	2	0	-1	-1	-6	21	-1	-8	-3
O=C(NCc1ccccn1)c1cc(-c2ccc(-c3ccccc3)cc2)nc2ccccc12	-19	-1	-20	-16	-32	-23	-2	-16	-7
CC(CCc1ccccc1)NC(=O)c1ccccc1 (stereo not drawn)	3	6	1	-4	2	-5	2	2	5
Cc1sc2nc(SC3CCOC3=O)n(Cc3ccccc3)c(=O)c2c1C (stereo not drawn)	1	0	-4	-2	-1	2	-1	2	-3
Cc1csc(SCC(=O)NCc2ccccc2)n1	3	3	-3	-4	-2	11	-3	-9	-6
Cc1nn(CC(=O)NCCN2CCOCC2)c(C)c1[N+](=O)[O-]	-8	-1	-1	-1	-7	1	-2	-2	0
CNC(=O)c1cc2cc(OC)ccc2oc1=N	6	4	7	-3	-1	-1	-1	-3	8
Cc1cccc(C(=O)NCC(=O)Nc2ccc(S(=O)(=O)Nc3nc(C)cc(C)n3)cc2)c1	11	5	-3	-5	-8	-7	0	0	13
CC12CCC(=O)N1C(C(=O)N1CCN(S(=O)(=O)c3cccc(Cl)c3)CC1)CS2 (stereo not drawn)	0	4	0	0	-1	0	-4	1	3
O=C(C[n+]1ccc(C(=O)NCc2ccccc2)cc1)c1ccc(Cl)cc1	10	2	3	-2	3	0	0	3	6
CCCCOc1cccc(C2C(C(=O)c3cccs3)=C(O)C(=O)N2Cc2cccnc2)c1 (stereo not drawn)	7	0	5	-1	4	4	-1	1	4
O=C(c1ccc(-c2ccccc2)cc1)c1ccccc1C(=O)N1CCOCC1	-9	-1	-3	0	2	4	-5	9	4
CC(=O)Oc1ccc(N2C(=O)C3C(C2=O)C(C(=O)c2ccc(Cl)cc2)N2CCCC32)cc1 (stereo not drawn)	11	-3	-2	1	-5	3	5	7	6
N#CCCN(C(=O)COC(=O)/C=C/c1cccs1)c1ccccc1	7	3	nt	nt	nt	nt	-1	-3	4

Copied from the list.
O=C(C[n+]1ccc(C(=O)NCc2ccccc2)cc1)c1ccc(Cl)cc1 in PME-1 primary reads 3
CCN(c1ccccc1)S(=O)(=O)c1ccc(OC)c(NC(=O)Cc2ccc(F)cc2)c1 in LYPLA1 inh reads -11

Additional results follow.
SMILES	PAFAH2 FP inh	PAFAH1B2 inh	Fam108B inh	LYPLA1 inh	PME-1 primary	GSTO1 inh	PAD4 inh	pPAFAH FP inh	PAFAH1B3 inh
Cc1nnc(NNS(=O)(=O)c2ccc(Cl)cc2)[nH]c1=O	-3	13	4	1	1	-2	3	4	1
COc1ccc(C(C)NC(=O)CC23CC4CC(CC(C4)C2)C3)cc1 (stereo not drawn)	6	19	1	-1	-14	7	4	0	-2
NC(=O)c1ccc[n+](CC(=O)c2ccccc2)c1	nt	nt	1	2	4	6	-1	3	nt
C[C@H](NS(=O)(=O)c1ccccc1)C(=O)N1CCN(C(c2ccccc2)c2ccccc2)CC1	-2	6	nt	nt	nt	nt	-4	7	0
CCOC(=O)COc1c(Br)cc(/C=C2\SC(=O)N(CC(=O)N3CCCC3)C2=O)cc1OC	-9	-1	-1	0	-3	0	1	-4	4
Cc1ccn2c(NC(C)(C)C)c(-c3cccs3)nc2c1	6	8	-3	1	-1	-2	-3	8	10
COc1ccc(Cl)cc1S(=O)(=O)N(C)CC(=O)NCCCn1ccnc1	2	3	-2	1	2	8	-1	0	10
COc1cccc(C(=O)N2CCN(Cc3ccccn3)CC2)c1OC	-1	2	-2	0	-2	8	-3	-3	2
CCN(CC)CCNC(=O)c1cc2c(=O)n(C)c3ccccc3c2s1	6	1	-2	1	2	11	1	0	5
CCSc1nc(N)c2c3c(sc2n1)CCC3	-1	6	3	-5	-9	-3	-6	-2	-4
CC(C)(C)CC(=O)NCCc1csc(-c2ccccc2)n1	0	5	-2	3	0	2	2	8	-10
COc1ccc(CCNc2c(N)n(Cc3ccccc3)c(=O)[nH]c2=O)cc1OC	9	-3	-4	-1	1	8	-5	2	-8
O=C1OC(Nc2ccc3c(c2)OCO3)c2ccccc21 (stereo not drawn)	11	0	-1	1	8	26	0	9	-8
COc1ccccc1N1CCN(C(=O)c2cccc(S(=O)(=O)Nc3ccccc3F)c2)CC1	3	2	nt	nt	nt	nt	-3	15	-1
CSc1nnc2ccc(-c3cccs3)nn12	5	4	6	1	9	-5	1	1	4
CC(C)(C)c1ccc(OCCC(=O)OCC(=O)NC2CCS(=O)(=O)C2)cc1 (stereo not drawn)	3	2	-3	1	-4	15	-1	7	9
O=C(Nc1nccs1)c1ccccc1Br	-3	3	5	0	4	-8	-2	-4	4
COc1ccc(/C=C/C(=O)Nc2cc(S(=O)(=O)N3CCOCC3)ccc2OC)cc1	1	3	nt	nt	nt	nt	1	4	5
Cc1ccc(S(=O)(=O)Oc2ccccc2N2C(=O)C3CC=CCC3C2=O)cc1 (stereo not drawn)	-2	2	-2	-2	7	0	-1	-3	3
NC(=O)C1(N2CCCCC2)CCN(C(=S)Nc2cccc(Cl)c2)CC1	1	1	-4	-4	0	4	0	2	2

Pulled by structure from the list above, 2 records:
SMILES	PAFAH2 FP inh	PAFAH1B2 inh	Fam108B inh	LYPLA1 inh	PME-1 primary	GSTO1 inh	PAD4 inh	pPAFAH FP inh	PAFAH1B3 inh
O=C1OC(Nc2ccc3c(c2)OCO3)c2ccccc21 (stereo not drawn)	11	0	-1	1	8	26	0	9	-8
COc1ccc(/C=C/C(=O)Nc2cc(S(=O)(=O)N3CCOCC3)ccc2OC)cc1	1	3	nt	nt	nt	nt	1	4	5

The results go on:
SMILES	PAFAH2 FP inh	PAFAH1B2 inh	Fam108B inh	LYPLA1 inh	PME-1 primary	GSTO1 inh	PAD4 inh	pPAFAH FP inh	PAFAH1B3 inh
COc1ccc(CNC(=O)c2noc(C)c2[N+](=O)[O-])cc1	-7	2	0	0	-2	24	3	3	13
CCOc1ccc(C(=O)CCC(=O)N2CCN(S(=O)(=O)c3cccc(F)c3)CC2)cc1	3	5	nt	-1	3	nt	3	3	2
CC(C)(C)NC(=O)COC(=O)c1ccc(S(=O)(=O)N2CCCC2)cc1	0	1	4	1	2	0	0	13	-1
COc1ccc(Nc2nccc(-c3ccc([N+](=O)[O-])cc3)n2)cc1	-8	6	-1	-9	-4	2	-12	-6	9
CCOC(=O)c1ccccc1N/C=C1\CCCC1=O	6	5	-1	0	2	-2	1	4	0
COc1ccc(NC2CCCN(C(=O)COc3ccc(Cl)cc3C)C2)cc1OC (stereo not drawn)	5	6	4	1	2	4	-1	5	10
CCCNc1sc(S(=O)(=O)CCC)nc1S(=O)(=O)c1ccc(C)cc1	3	0	1	-5	9	5	-3	0	8
CC(C)CNC(=S)N1CCC(C(=O)c2ccc3c(c2)OCCO3)CC1	-1	4	-1	0	-1	1	-2	5	5
CC1CCN(C(=O)c2ccc([N+](=O)[O-])o2)CC1	1	5	0	0	-1	5	0	1	3
Cc1nn(C)c(Cl)c1/C=N/OC(=O)c1ccc(F)cc1	7	-1	1	2	4	3	1	1	11
Cc1cc2c(=O)n(Cc3ccco3)c(SCC(=O)NCc3ccco3)nc2s1	7	9	-4	-3	7	-11	-3	0	7
Cc1ccc(NC(=S)NNC(=S)Nc2cccc(C(F)(F)F)c2)cc1	4	7	12	-12	25	38*	1	8	17
Cc1c(NC(=O)COC(=O)C2=COCCO2)cccc1[N+](=O)[O-]	17	7	-2	2	-1	11	-2	3	5
O=C(/C=C/c1ccccc1Cl)Nc1ccc(-c2nnc3n2CCCCC3)cc1	-11	-2	-3	-11	2	-5	-1	2	3
CC(=O)N1N=C(c2cccc(Cl)c2)OC1c1ccc(C(C)C)cc1 (stereo not drawn)	-3	1	-2	-4	2	-2	0	-2	-4
O=c1oc(C2(O)CCCCC2)cc2ccc(/C=C/c3ccc(F)cc3)cc12	-6	-2	nt	3	-1	nt	-5	3	14
COc1ccccc1NS(=O)(=O)c1cccc(NC(=O)NCCCl)c1	0	7	-1	2	-1	-2	-6	-4	0
COCCN(C(=O)CSc1nnc(-c2ccc(C)cc2)n1N)c1c(N)n(Cc2ccccc2)c(=O)[nH]c1=O	-1	1	-3	0	-2	-3	1	3	8
CC(C)(C)n1nc2c(c1NC(=O)Cc1cccc3ccccc13)CS(=O)(=O)C2	-9	4	2	1	-1	9	-4	0	16
CCCc1cc(=O)[nH]c(SCC(=O)Nc2ccc(Br)cc2Br)n1	3	4	-7	1	6	-6	-3	4	-5

Record cards (already shown). Order of values: PAFAH2 FP inh, PAFAH1B2 inh, Fam108B inh, LYPLA1 inh, PME-1 primary, GSTO1 inh, PAD4 inh, pPAFAH FP inh, PAFAH1B3 inh
CC1CCN(C(=O)c2ccc([N+](=O)[O-])o2)CC1 is listed with 1, 5, 0, 0, -1, 5, 0, 1, 3
Cc1ccc(NC(=S)NNC(=S)Nc2cccc(C(F)(F)F)c2)cc1 is listed with 4, 7, 12, -12, 25, 38*, 1, 8, 17
COCCN(C(=O)CSc1nnc(-c2ccc(C)cc2)n1N)c1c(N)n(Cc2ccccc2)c(=O)[nH]c1=O is listed with -1, 1, -3, 0, -2, -3, 1, 3, 8
O=C(/C=C/c1ccccc1Cl)Nc1ccc(-c2nnc3n2CCCCC3)cc1 is listed with -11, -2, -3, -11, 2, -5, -1, 2, 3
CCCNc1sc(S(=O)(=O)CCC)nc1S(=O)(=O)c1ccc(C)cc1 is listed with 3, 0, 1, -5, 9, 5, -3, 0, 8

The list goes on.
SMILES	PAFAH2 FP inh	PAFAH1B2 inh	Fam108B inh	LYPLA1 inh	PME-1 primary	GSTO1 inh	PAD4 inh	pPAFAH FP inh	PAFAH1B3 inh
CCn1cc(C(=O)O)c(=O)c2cc3c(cc21)OCO3	nt	nt	-2	-3	-6	3	-5	-2	nt
Cc1cc(N)n(-c2ccccc2)n1	-3	-1	4	-3	-9	2	2	1	-4
C=CCn1c(C)cc(C(=O)CSc2nnc(C3CC3)n2C2CC2)c1C	-4	1	nt	1	8	nt	0	0	-4
CCOC(=O)COc1nc(Nc2ccccc2C)nc(N(C)C)n1	-5	2	-1	0	3	-12	0	4	12

Screening results: PubChem BioAssay, The Scripps Research Institute Molecular Screening Center
